# Bioassay records deposited in PubChem BioAssay by National Center for Advancing Translational Sciences (NCATS).
# FLuc inh: blocks purified firefly luciferase enzyme activity; P08659; purified P. pyralis luciferase, luminescence, biochemical; Potency, µM (series often up to 115 µM), for the others: at the highest dose activity change, negative = inhibition, most hits filed as inhibitors; 76,000 tested, 2.5% active; AID 1347043; further: potency means the concentration at half of the fitted maximal effect; nearly all actives have a fitted effect of over 65% in size
# Target sequence (P08659 whole entry, looked up): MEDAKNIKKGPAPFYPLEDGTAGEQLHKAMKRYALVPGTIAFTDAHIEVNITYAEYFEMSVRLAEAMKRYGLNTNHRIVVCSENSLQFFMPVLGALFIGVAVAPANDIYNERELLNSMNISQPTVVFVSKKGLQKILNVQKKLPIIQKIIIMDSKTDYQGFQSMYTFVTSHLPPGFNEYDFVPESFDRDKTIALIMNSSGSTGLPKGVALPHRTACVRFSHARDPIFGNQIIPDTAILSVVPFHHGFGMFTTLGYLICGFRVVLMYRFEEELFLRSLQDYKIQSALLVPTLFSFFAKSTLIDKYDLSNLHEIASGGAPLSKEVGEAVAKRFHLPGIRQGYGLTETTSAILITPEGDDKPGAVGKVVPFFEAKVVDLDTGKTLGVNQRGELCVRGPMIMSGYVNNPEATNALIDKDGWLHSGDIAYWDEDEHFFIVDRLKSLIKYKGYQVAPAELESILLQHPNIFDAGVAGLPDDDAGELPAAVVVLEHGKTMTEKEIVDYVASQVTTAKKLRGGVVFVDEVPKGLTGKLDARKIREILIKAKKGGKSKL
#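 Biochemical qHTS: compound (6-point titration) added to 10uM D-luciferin plus 10uM ATP in Tris acetate pH 7.5 buffer with Mg, Tween-20 and BSA, then purified enzyme at 10nM; light output imaged.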
# SNCA expr inhib: inhibitors of alpha-synuclein (SNCA) gene expression; HEK-293 SNCA-luciferase knock-in, luminescence, 24 h; Potency, µM (highest dose often 57.2 µM), for the others: top-dose activity change, negative = inhibition, hits mostly inhibitors; 140,000 tested, 0.17% active;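 further: potency means the concentration at half of the fitted maximal effect; plate controls were DMSO cells for no effect and cell-free wells for full effect; nearly all actives have a fitted effect of over 45% in size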
# HEK cytotox: HEK 293 cell cytotoxicity; HEK 293 viability, ATP luminescence (CellTiter-Glo), 48-72 h; Potency, µM (doses to about 115 µM), for inactives: at the top dose activity change, negative = cytotoxicity, hits mostly inhibitors; 94,000 tested, 6.6% active; AID 1345083; further: potency means the concentration at half of the fitted maximal effect; nearly all actives have a fitted effect of over 60% in size
#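 Viability of HEK 293 cells, plated at 250 cells/well, was judged by cellular ATP after compound treatment for 48 or 72 hr. Luminescence was imaged 10 min after CellTiter-Glo addition at room temperature.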
# IP6K1 inh: inhibitors of human IP6K1; IP6K1 kinase, ADP-Glo luminescence, 2 h; active compounds read low; activity change, % (series mostly up to about 58 µM); 140,000 tested, 0.81% active; AID 1645851; in the data active means activity change below about -25%
#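 ADP-Glo luminescence measures ADP made by human IP6K1 during a 2 h RT reaction with ATP/IP6 (mix at 1.3 mM/130 uM); top library doses 57.5 and 19.1 uM final.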
# 3T3 cytotox: NIH 3T3 cell cytotoxicity; 94,000 tested, 4.3% active; AID 1345082; NIH 3T3 viability, CellTiter-Glo ATP luminescence, 48-72 h; Potency, µM (titrated, usually from 96.7 µM), without a hit: at the highest dose activity change, negative = cytotoxicity, most hits filed as inhibitors; further: potency means the concentration at half of the fitted maximal effect; nearly all actives have a fitted effect of over 55% in size
#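 Luminescent ATP readout (CellTiter-Glo, 10 min RT) after 48 or 72 hr compound exposure of NIH 3T3 cells seeded at 400 cells/well in 1536-well format; quantitative HTS.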
# SNCA viab count: cell viability loss counter-screen; Potency, µM (titrated, usually from 57.1 µM), inactives show at the top dose activity change, negative = cytotoxicity, hits mostly cytotoxic; 150,000 tested, 0.12% active; HEK-293-SNCA-luc viability, GF-AFC fluorescence, 24 h;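 further: potency means the concentration at half of the fitted maximal effect; 0% = DMSO-treated cells and -100% = medium-only wells without cells; nearly all actives have a fitted effect of over 30% in size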
#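 Cytotoxicity counterscreen: after 24 h compound treatment of genome-edited SNCA-luciferase HEK-293 cells, live-cell protease substrate GF-AFC read by fluorescence after 30 min; activity scaled between DMSO (0%) and medium-only (-100%), curves Hill-fitted.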
# GPT2 inhibitor: blocks human glutamate pyruvate transaminase 2. Recombinant GPT2, coupled pyruvate oxidase/HRP Amplex Red fluorescence. 100,000 tested, 0.25% active. AID 1671188. Q8TD30. Potency, µM (doses to about 57.7 µM), for inactives: at the top dose activity change, negative = inhibition, usual class: inhibitors; further: potency means the concentration at half of the fitted maximal effect; nearly all actives have a fitted effect of over 60% in size; many of its hits are not listed in these tables
# Target sequence (Q8TD30 whole entry, looked up): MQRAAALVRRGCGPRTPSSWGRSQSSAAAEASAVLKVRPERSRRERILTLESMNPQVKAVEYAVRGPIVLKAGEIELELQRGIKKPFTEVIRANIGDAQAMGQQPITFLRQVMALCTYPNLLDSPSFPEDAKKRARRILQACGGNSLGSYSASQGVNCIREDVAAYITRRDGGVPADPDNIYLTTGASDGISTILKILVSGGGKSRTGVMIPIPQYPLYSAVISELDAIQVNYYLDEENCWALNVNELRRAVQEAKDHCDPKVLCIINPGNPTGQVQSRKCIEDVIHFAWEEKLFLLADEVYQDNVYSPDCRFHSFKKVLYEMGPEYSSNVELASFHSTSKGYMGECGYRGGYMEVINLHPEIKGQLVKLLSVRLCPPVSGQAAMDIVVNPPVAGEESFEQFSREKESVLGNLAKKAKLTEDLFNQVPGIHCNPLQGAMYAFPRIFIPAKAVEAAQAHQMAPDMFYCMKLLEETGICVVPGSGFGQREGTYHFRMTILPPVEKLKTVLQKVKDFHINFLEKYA
#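 Fluorescence of coupled pyruvate oxidase/HRP/Amplex Red system (50uM Amplex, 30 min, dark) reports pyruvate formed by GPT2. Enzyme reaction: 10ng/uL GPT2, 2mM L-alanine, 250uM a-KG, 30 min room temperature, pH 7.5; 50uM AOA control.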
# Starred values were filed as active, the others as inactive; i = inactive; ? = inconclusive; / = not tested or not shown; [ ] = dose if it differs, or a comment. Unless noted, the call rests on the fitted dose curve; in most records, active means well fitted curve in the direction sought with a large enough effect; inconclusive means small, poorly fitted or top-dose-only effect, or another doubt; inactive means no such curve, though single readings can be large; an effect the other way counts as inactive or inconclusive. Unless noted, on the % scale 0 is the no-effect control and ±100 the full control effect.
# Values run as follows: SNCA viab count | FLuc inh | 3T3 cytotox | GPT2 inhibitor | IP6K1 inh | HEK cytotox | SNCA expr inhib
- O=C(c1ccccc1OCC1CCCN(Cc2ccc(F)cc2)C1)N1CCCCC1 (centres undefined)
  3% | -3% | -28% | i | 16 | ? | -16%
- COc1ccc(Cn2c(=O)c(C(=O)N3CCN([S+](=O)([O-])c4ccc(C)cc4)CC3)nc3cccnc32)cc1
  0% | / | -22% | 5% | -6 | -3% | 3%
- CC1(c2ccccc2)N(Cc2ncccn2)C(=O)OC12CCN(Cc1cccc(OC(F)(F)F)c1)CC2 (centres undefined)
  -28% | -15% | 40µM* | ? | -9 | 50µM* | -52%
- CCOCCOC1CCN(C(=O)COc2ccccc2)CC1
  -10%[12.5 µM] | -4% | i | i | 2 | 5% | -7%
- Cc1ccc(Cl)cc1NC(=O)CSC1=Nc2ccccc2C2=NC(Cc3ccccc3)C(=O)N12 (centres undefined)
  ? | / | / | / | -2 | / | ?
- CCOC(=O)C1=C(CN2CCN(c3ccccc3)CC2)NC(=O)NC1c1ccc(C)cc1 (centres undefined)
  -22% | / | / | / | -10 | / | ?
- CCCCn1c(C(C)NC(=O)c2ccccc2)nc2ccccc21 (centres undefined)
  2% | / | / | / | -15 | / | -14%
- COc1cc2c(=O)c(S(=O)(=O)c3ccc(F)cc3)cn(Cc3ccc(Cl)cc3)c2cc1OC
  -9% | / | / | / | -14 | / | 25%
- COC(=O)CNC(=O)N1CCCN(S(C)(=O)=O)C(c2ccccc2)CC(=O)NCC1 (centres undefined)
  -4% | 4% | -5% | 3% | 20 | i | -1%
- CC(C)Oc1ccc(CNC(=O)c2ccc3c(c2)nc2n3CCOC2)cc1
  9% | / | / | / | 9 | / | 84%[activator]
- CC(=O)N1CCCc2cc(S(=O)(=O)N3CCC(C(=O)N(Cc4ccccc4)C(C)C)CC3)ccc21
  1% | / | / | / | -5 | / | -26%
- Cc1ccc(Nc2nnc(-c3ccc(C)c(S(N)(=O)=O)c3)c3ccccc23)cc1
  -22% | / | / | / | -7 | / | 14%
- C[S+](=O)([O-])c1ccc(-c2nnc3ccc(C(=O)NC4CC4)cn23)cc1
  7%[87.6 µM] | / | -14%[138 µM] | 1%[88.5 µM] | 9 | -9%[172 µM] | -10%[87.6 µM]
- CCCCCC(=O)N1CC[C@@H](CC(=O)N(C)CCC#N)[C@@H](CC)C1
  0%[87.6 µM] | -6%[172 µM] | -23%[174 µM] | -5%[88.5 µM] | 2 | -24%[172 µM] | -14%[87.6 µM]
- O=C(O)COc1ccc(-c2nccc3c2C(=O)N(Cc2ccccc2)CC(COc2ccc4cccnc4c2)O3)cc1 (centres undefined)
  5% | ? | ? | -19% | 2 | 5% | 14%
- COC(=O)Nc1cc(-c2cccnc2)nn1-c1ccccc1
  -21%[87.6 µM] | / | ? | i | -1 | ? | 22%[87.6 µM]
- COc1ccc(NC(=O)CSc2nc(-c3ccc(OC)cc3)[nH]c2-c2ccc(OC)cc2)cc1
  -23% | / | / | / | -15 | / | -1%
- COc1ccc(CCNC(=O)Cn2c(C)c3cnn(-c4ccccc4)c(=O)c3c2C)cc1OC
  ? | / | / | / | 15 | / | -7%
- O=C(CC[C@@H]1CNC(=O)[C@@H]2C[C@H](NC(=O)c3ccccc3)CN12)NCc1ccc(F)cc1
  6% | -20% | -12% | 3% | 1 | -15% | -25%
- COc1ccc(CCNC(=O)c2cc(-c3ccc(C)cc3)nc3n[nH]c(-c4ccc(F)cc4)c23)cc1OC
  13% | / | / | / | 28 | / | -26%
- O=C(CCCc1ccccc1)Nc1ccnn1C1CCN(C(=O)c2ccccc2F)CC1
  -13% | ? | -27% | -2% | -2 | ? | -6%
- O=C1COc2ccc(-c3ccsc3)nc2CN1Cc1ccc(C(F)(F)F)cc1
  -4%[87.6 µM] | -23%[172 µM] | ? | -15%[88.5 µM] | 8 | ? | ?
- CC1=C(C(=O)Nc2cccnc2)C(c2ccc(F)cc2)n2nc(-c3cccc(C)c3)nc2N1 (centres undefined)
  -9% | / | / | / | 12 | / | 7%
- COc1ccc(OC2CN(CC3CCCCC3)C2)cc1
  0%[87.6 µM] | / | -7%[138 µM] | 3%[88.5 µM] | -18 | -10%[172 µM] | ?
- CNC(=O)[C@@H]1CN(C(=O)c2cc3ccc(OC)cc3[nH]2)C[C@H]1c1n[nH]c(C)n1
  7% | -7% | i | -19% | 3 | i | 0%
- CCC1=C(C(=O)OC)C(c2ccccc2F)N2C(CC(=O)NCC3CCCO3)=CSC2=N1 (centres undefined)
  -5% | 3% | ? | i | 4 | -4% | -15%
- O=C(CNC(=O)c1ccc(F)cc1)OCc1cc(=O)n2nc(C3CCCCC3)sc2n1
  9% | / | / | / | 14 | / | -4%
- O=C(c1ccc2c(c1)OCO2)N1CCC(N2CC3CC(C2)[C@H]2CCCC(=O)N2C3)CC1 (some centres undefined)
  9% | 1% | i | i | 12 | 0% | 7%
- CCCN(CC1CCOC1)S(=O)(=O)c1ccc(C)c(C)c1 (centres undefined)
  -2% | -1% | -8% | i | 3 | -8% | -18%
- Cc1cc2nc3n(c(=O)c2n1CC(=O)NC1CCCC1)CCCCC3
  -2% | 6% | -4% | -14% | 3 | -2% | ?

# Following part.
# Values run as follows: SNCA viab count | FLuc inh | 3T3 cytotox | GPT2 inhibitor | IP6K1 inh | HEK cytotox | SNCA expr inhib
- COc1ccc(CC(=O)NC2CCN(c3ccc4nnc(-c5ccccc5)n4n3)CC2)cc1
  / | / | ? | / | -4 | ? | /
- CNC(=O)[C@H]1C[C@H](Oc2ccccc2)CN1C(=O)Nc1cccc(F)c1
  1% | 9% | 1% | 0% | 27 | i | -20%
- CNC(=O)c1cccc(-c2cnc(Nc3ccccc3)c3c2CCO3)c1
  -17%[87.6 µM] | 8.9µM* | 35µM* | 5%[88.5 µM] | -18 | 89µM* | 172%[activator][87.6 µM]
- Cc1ccccc1C(=O)N1CCC(c2nn(-c3ccc(F)cc3)c(=O)[nH]2)CC1
  5% | -2% | -21% | -2% | 8 | ? | -2%
- CCOc1ccc(CCNC(=O)CSc2nnnn2-c2ccccc2)cc1OCC
  17% | / | / | / | 3 | / | 16%
- CN(CC1CCOCC1)S(=O)(=O)c1ccc(F)c(F)c1
  4% | 2% | i | i | 21 | 9% | 20%
- CCOC(=O)c1c(NC(=O)c2ccc(F)cc2)sc2c1CCC(CC)C2 (centres undefined)
  5% | / | / | / | -6 | / | -14%
- O=C(c1ccccc1F)N1CCC2(CC1)CC(c1cccc(C(F)(F)F)c1)=NO2
  / | / | ? | / | -1 | 40µM* | /
- COc1ccc(-c2cn3c(n2)sc2cc(C(=O)Nc4ccc(C)c(Cl)c4)ccc23)cc1
  14% | / | / | / | -22 | / | ?
- COc1cccc(OC)c1C(=O)Nc1ccc(-c2nc3ncccc3o2)cc1
  0% | / | / | / | -13 | / | -15%
- Cc1noc(-c2cn(C3CCN(C(=O)C4(c5ccccc5)CC4)CC3)nn2)n1
  -11% | 8% | -37% | i | 0 | -10% | 6%
- CCN(Cc1ccccc1)C(=O)CCNS(=O)(=O)c1ccc2c(c1)CC(C)N2C(C)=O (centres undefined)
  9% | / | / | / | -2 | / | 20%
- COc1ccccc1/C=C/c1nc(C#N)c(NCC(C)C)o1
  ? | / | / | / | 39 | / | 41%
- O=C(NCCCO)C1CC(=O)N(c2n[nH]c3cc(Br)ccc23)C1 (centres undefined)
  -20% | ? | ? | i | 6 | ? | 46%[activator]
- Cc1cnc(CC2CCN(C(=O)C(C)c3ccccc3)CC2)n1Cc1ccc(F)cc1 (centres undefined)
  4% | 4% | ? | -13% | -2 | 35µM* | -11%
- COc1ccc(-c2cc(N3CCC(NC(=O)Cc4cccc(OC)c4)CC3)n[nH]2)cc1
  -9% | -5% | ? | -6% | 16 | ? | 27%
- COc1ccc(C)cc1NC(=O)[C@H]1CCC[C@H]1NC(=O)c1cnc(C)cn1
  -6% | -2% | -25% | -11% | 25 | ? | -9%
- COc1ccc(C[C@H](NC(=O)[C@@H]2C[C@H](NC(=O)Nc3cccc(SC)c3)CN2C(=O)C=C(C)C)C(N)=O)cc1
  1% | 10% | -27% | 3% | -9 | 0% | -5%
- Cc1ccc(OCc2ccc(-c3nc(C#N)c(N4CCN(c5cccc(Cl)c5)CC4)o3)o2)cc1
  14% | / | / | / | -34* | / | -17%
- Cc1ccc(CNC(=O)CN2C(=O)C(c3ccccc3)=NC23CCCCCC3)cc1
  -8%[12.5 µM] | -8% | ? | -13% | 3 | ? | -9%
- COc1ccc2c(c1)CCN=C2C[C@H]1CN(C(=O)c2c(C)noc2C)CC[C@H]1CC(=O)O
  8% | -9% | 0% | 1% | 7 | i | -5%
- Cc1ccc(Nc2ncc(C(=O)N3CCN(c4cccc(Cl)c4)CC3)c3ccccc23)cc1Cl
  -8% | / | / | / | 12 | / | 6%
- COc1cc(C2Oc3c(OC)cc(CCCO)cc3C2CO)ccc1O (centres undefined)
  7% | / | / | i | -3 | / | /
- CCOc1ccc(-c2nc3c(C#N)c[nH]n3c2NC2CCCCC2)cc1
  0% | / | / | / | -4 | / | 62%[activator]
- O=C(CSc1nc2c([nH]c3ccccc32)c(=O)n1-c1ccccc1)Nc1ccc2c(c1)OCO2
  -9% | / | / | / | 1 | / | -16%
- O=C(c1cc(F)ccc1F)N1CCCC2(C1)NC(=O)N(Cc1ccccc1)C2=O (centres undefined)
  -3% | -3% | i | 3% | 9 | -8% | 1%
- O=C(Nc1ccccc1)N[C@H]1C[C@H]2C(=O)NC[C@@H](CCC(=O)N3CCN(c4ccccn4)CC3)N2C1
  4% | 4% | -17% | i | 11 | -3% | 6%
- CCn1c(C(=O)N2CCC(C(=O)N3CCN(c4cc(C)ccc4C)CC3)CC2)cc2sccc21
  0% | / | / | / | -7 | / | ?
- COCc1ccc(C(=O)N2CCc3c(ncnc3N3CCOCC3)C2)o1
  14% | -6% | -24% | -43% | 2 | -19% | ?
- Cc1cc(C(=O)N2CCCCC2)c2c(C3CCCNC3)noc2n1 (centres undefined)
  3% | / | -4% | i | 4 | -7% | 8%
- Cc1cccc(CNC(=O)Cc2csc3ccccc23)c1
  19% | / | / | / | -6 | / | 158%[activator]

# Looked up by compound from above (3):
# Values run as follows: SNCA viab count | FLuc inh | 3T3 cytotox | GPT2 inhibitor | IP6K1 inh | HEK cytotox | SNCA expr inhib
- O=C(NCCCO)C1CC(=O)N(c2n[nH]c3cc(Br)ccc23)C1 (centres undefined)
  -20% | ? | ? | i | 6 | ? | 46%[activator]
- O=C(CSc1nc2c([nH]c3ccccc32)c(=O)n1-c1ccccc1)Nc1ccc2c(c1)OCO2
  -9% | / | / | / | 1 | / | -16%
- CCOc1ccc(CCNC(=O)CSc2nnnn2-c2ccccc2)cc1OCC
  17% | / | / | / | 3 | / | 16%
